Bioassay records as filed in PubChem.
LDHA inh: LDHA (human) enzyme inhibition | P00338 | purified LDHA, NADH/diaphorase-resazurin fluorescence; stronger effect = lower value | activity change, % (values are at about 110 or 230 µM) | 480,000 compounds, 0.15% hits; in the data active means activity change below about -30%;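 further: plate controls were DMSO wells for no effect and wells without enzyme for full effect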
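Human LDH5 (2 nM) was incubated with 0.06 mM NADH and 0.2 mM pyruvate for 5 min at room temperature in Tris pH 7.4. Remaining NADH was coupled through diaphorase/resazurin, and resorufin fluorescence was read at 0 and 20 min.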
Numbers without * were called inactive. The list is partial; rates above refer to the full screens.

LDHA inh	smiles
2	CS(=O)(=O)Cc1cccc(C(=O)NCC(O)c2cccc(Cl)c2)c1 (configuration not stated)
-25	Cc1cccc(NC(=O)CN2CCN(CCc3ccccc3)CC2)c1
0	Cc1ccc(-n2nnnc2SCC(=O)Nc2cc(C)nn2-c2ccccc2)cc1
3	O=C(O)/C=C/c1c(F)cccc1Cl
1	CC(C)N(Cc1ccccc1)C(=O)COC(=O)c1cc(Cl)ccc1Cl
9	COc1ccc(-c2nc(CSCC(=O)NCc3ccc(F)cc3)c(C)o2)cc1OC
0	Cc1cc(NC(=S)NCCc2ccccc2)ccc1I
8	CN(CC(=O)N1c2ccccc2SCC1c1ccccc1)Cc1nc2ccccc2c(=O)[nH]1 (configuration not stated)
3	Cc1nc2ccccc2c(C)c1CC(=O)N(CC(F)(F)F)C(C)C1CC1 (configuration not stated)
4	Cc1cc(C)c(NC(=O)C(C)Sc2cc(C)ccc2C)c(C)c1 (configuration not stated)
5	COc1ccccc1C(=O)Nc1c(C)nc(Nc2ccccc2)nc1Nc1ccccc1
0	O=C(c1nc(-c2cccnc2)no1)N1CCN(c2ccc(Cl)c(Cl)c2)CC1
6	O=C(CSc1nnc(N2CCOCC2)n1-c1cccc(F)c1)Nc1ccc2c(c1)CCC2
3	CCC1CCC(c2ccc(C(C)=O)cc2)CC1 (configuration not stated)
-6	O=CNNC(=S)NCc1ccc(Cl)cc1
-2	Cc1cccc(C(=O)NCCC(=O)N2CCCCCC2)c1
1	Cc1ccc(N/C=C/C(=O)c2ccc(Cl)cc2Cl)cc1C
-3	c1ccc(-c2cn[nH]c2)cc1
-4	CCOC(=O)c1nnn(C(CC)C(=O)Nc2cc(OC)ccc2OC)c1C(=O)OCC (configuration not stated)
0	CCN(CC)C(=S)SCC(=O)NC(=O)NC1CCCCC1
1	O=C(CC1C=CCC1)Nc1ccc(SC2CCCC2)cc1 (configuration not stated)
-3	Cc1nnc(NC(=O)c2cccc3c2ccn3C)s1
2	CCOc1ccc(C2=Nn3c(nnc3-c3cccc(C)c3)SC2)cc1
-2	O=C(OCc1cccc(COC(=O)c2ccc(CO)cc2)c1)c1ccc(CO)cc1
-1	CCN1CCN(Cc2nc3c(c(=O)n(C)c(=O)n3C)n2Cc2ccc(Cl)cc2)CC1
12	NS(=O)(=O)c1ccc(N/N=C2/CCc3ccccc32)c([N+](=O)[O-])c1
-2	COc1ccc(CN(C)c2nn3c(=O)cc(C)nc3s2)cc1OC
8	COc1ccc(NC(=O)CSc2nc(=O)n(Cc3ccco3)c3c2CCC3)cc1
0	Cc1cc(C)n(-c2ccc(=O)n(CC(=O)Nc3ccc(C(N)=O)cc3)n2)n1
10	COc1ccc(-c2nc(Cn3nnc(C(=O)Nc4ccccc4F)c3N)c(C)o2)cc1

Molecules listed so far containing a Cl atom (seven):
LDHA inh	smiles
2	CS(=O)(=O)Cc1cccc(C(=O)NCC(O)c2cccc(Cl)c2)c1 (configuration not stated)
3	O=C(O)/C=C/c1c(F)cccc1Cl
1	CC(C)N(Cc1ccccc1)C(=O)COC(=O)c1cc(Cl)ccc1Cl
0	O=C(c1nc(-c2cccnc2)no1)N1CCN(c2ccc(Cl)c(Cl)c2)CC1
-6	O=CNNC(=S)NCc1ccc(Cl)cc1
1	Cc1ccc(N/C=C/C(=O)c2ccc(Cl)cc2Cl)cc1C
-1	CCN1CCN(Cc2nc3c(c(=O)n(C)c(=O)n3C)n2Cc2ccc(Cl)cc2)CC1

Returning to the listing, starting 4 compounds before the break.
LDHA inh	smiles
-2	COc1ccc(CN(C)c2nn3c(=O)cc(C)nc3s2)cc1OC
8	COc1ccc(NC(=O)CSc2nc(=O)n(Cc3ccco3)c3c2CCC3)cc1
0	Cc1cc(C)n(-c2ccc(=O)n(CC(=O)Nc3ccc(C(N)=O)cc3)n2)n1
10	COc1ccc(-c2nc(Cn3nnc(C(=O)Nc4ccccc4F)c3N)c(C)o2)cc1
2	CNC(=O)NC(=O)CN(C)Cc1ccsc1
-1	O=C(CSc1nc2ccccc2s1)c1ccc(C2CCCCC2)cc1
3	CCCNC(=S)NNC(C)=O
13	COc1ccc(OC)c(C(=O)N2CCC(C(=O)O)CC2)c1
-12	CCOc1ccc(NC(=O)Nc2c(C)nn(Cc3ccc(Cl)c(Cl)c3)c2C)cc1
-3	Cc1cc2c(s1)c1cnn(Cc3c(F)cc(F)cc3F)c(=O)c1n2C
-4	O=C(NCc1nnc(C(=O)Nc2ccc(C(F)(F)F)cc2Cl)o1)c1ccccc1
3	N#C/C(=C/c1cccc(Oc2ccc(Cl)cc2)c1)c1nc2ccccc2[nH]1
-4	CCCCNCc1ccc(-c2ccc(C(=O)O)cc2)o1
2	COc1cc(C2C3CCCCC3(O)CCN2Cc2ccc(Cl)cc2)ccc1O (configuration not stated)
11	O=Cc1cccn1-c1ccc(F)cc1F
11	CCCC(=O)OCC(=O)c1ccc(-c2ccccc2)cc1
-1	CNC(=O)NC(=O)CSc1cc(C)c2ccccc2n1
1	Fc1ccc(/C=N/NC(=S)NCc2ccccc2)cc1F
6	CCOC(=O)c1c(C)oc2ncnc(NCC3CCN(Cc4ccccc4F)CC3)c12
10	CCCCN(C)C(=O)CSc1nc2ccsc2c(=O)n1-c1cc(F)cc(F)c1
4	CC1CCC(NC(=O)C2CC=CCC2)CC1 (configuration not stated)
-7	O=C(CCn1nc(-c2ccc(Cl)cc2)c2ccccc2c1=O)N1CCCCC1
9	COc1ccc(OC)c2c1cc(C(=O)NCCCc1nnc3ccccn13)n2C
-7	Cc1ccc(Cl)cc1N1CCN(CC(=O)NC2CCS(=O)(=O)C2)CC1 (configuration not stated)
-5	CCCOc1c(Br)cc(C(=O)N2CCN(c3ncccn3)CC2)cc1OC
-1	O=C(COC(=O)c1cc([N+](=O)[O-])ccc1Cl)Nc1ccc2c(c1)OC(F)(F)O2
-3	CCNC(=S)NNC(=O)c1ccc(C)cc1
5	CC(C)c1noc(CCC(=O)NC(C)c2ccccn2)n1 (configuration not stated)
-2	O=C(COC(=O)CCNS(=O)(=O)c1ccccc1)Nc1ccc(F)c(Cl)c1
4	COc1ccc(-c2c(-c3ccc(OCCN4CCCCC4)cc3O)n[nH]c2C)cc1OC
0	Cn1cnc2c1c(=O)n(CCCSCc1ccccc1)c(=O)n2C
-1	O=C(Nc1ccc(F)c(Cl)c1)C1CCN(c2ncnc3nc[nH]c23)CC1
6	CCCCCCCOc1ccc(C(=O)Oc2ccc(C(C)=O)cc2)cc1
4	CCCCCCOc1ccc(/C=C/C(=O)c2ccc(OC)c(CSCC(=O)O)c2)cc1
5	Cn1ccnc1C(NC(=O)Cc1ccc(-c2ccccc2)cc1)c1ccc(Cl)cc1 (configuration not stated)
6	COc1cc(OC)cc(C(=O)Nc2ccc3oc(=O)ccc3c2)c1
3	O=C(/C=C/c1cccc2ccccc12)Nc1ccc(Cl)cc1C(F)(F)F
-3	O=C(COC(=O)c1ccc2ccccc2n1)NCc1ccc(Cl)cc1
0	COc1ccc(CC(=O)NC(c2cccs2)C(C)C)c(OC)c1OC (configuration not stated)
-2	COc1cc(NC(=O)c2cc(S(=O)(=O)N3CCCC3)c[nH]2)cc(OC)c1
-5	COc1cc(Br)c(OC)c(C(=O)O)c1
-6	CCn1c(SCC(=O)Nc2ccc(C(C)=O)cc2)nnc1-c1cc2ccccc2o1
2	O=C(c1cc(=O)c2ccccc2o1)N(Cc1cccs1)c1ccccn1
6	O=C(CSc1nc2ccccc2c(=O)n1CCCN1CCOCC1)c1ccc(F)c(F)c1
3	CC1=C(C(=O)Nc2cccc(C(F)(F)F)c2)C(c2ccc(OC(F)F)cc2)NC(=O)N1 (configuration not stated)
-11	CCCNC(=O)NC(=O)CSc1cc(C)c2ccccc2n1
17	CC(C)(C)c1cc(N)c(O)c(Br)c1
2	CC(=O)Nc1ccc2oc(-c3cncc(Br)c3)nc2c1
5	COc1ccc(-c2nc(NCCN3CCC(C)CC3)c3ccccc3n2)cc1
2	O=C(NC1CCCCCCC1)C1CCCN(c2ncnc3nc[nH]c23)C1 (configuration not stated)
-9	CN1CCN(C(=O)CN(Cc2ccc(Cl)cc2Cl)S(=O)(=O)c2ccccc2)CC1
6	N#CCCCN1CCCC1Cc1ccccc1 (configuration not stated)
4	COc1ccc(-n2nnnc2SCC(=O)Nc2cc(C)nn2-c2ccccc2C)cc1
2	CCn1cc(S(=O)(=O)Nc2ccc(F)c(F)c2)cn1
3	Cn1ccnc1C(NC(=O)c1n[nH]c(=O)c2ccccc12)c1ccccc1 (configuration not stated)
24	CCCNC(=O)c1cc(-c2ccccc2OC(C)C)nc2ccccc12
-4	CCN(CC)CCC(=O)Nc1c(C(=O)OC)[nH]c2ccc(C)cc12
4	COC(=O)c1sc2nc(N3CCOCC3)c3c(c2c1N)CCN(C)C3
4	COc1ccc(NC(C)=O)cc1NC(=O)CCn1cnc2c1c(=O)n(C)c(=O)n2C
13	CCCCCCCCCCCCS(=O)C1CCCCC1OC(C)=O (configuration not stated)
10	NC(=O)c1nn(CC(=O)Nc2ccccc2OC(F)F)c(=O)c2ccccc12
4	Cc1ccc(N)c(OCC(F)F)c1
-3	CCCCc1nc2sc(C(=O)OCC)c(N)c2c2c1COC(C)(C)C2
3	COc1ccc2cc(C(=O)N3CCCC(NC(=O)C(C)C)C3)c(C)nc2c1 (configuration not stated)

(next part)
LDHA inh	smiles
1	CC(OC(=O)C1=NN(C)C(=O)CC1)C(=O)c1c[nH]c2ccccc12 (configuration not stated)
8	CN1CCCCCC1=NCCCn1cnc2c1c(=O)[nH]c(=O)n2C
-2	CC(C)C(=O)N1N=C(c2ccc(Cl)cc2)CC1c1ccc2nccnc2c1 (configuration not stated)
-10	CC(C)C(=O)/C(C#N)=C\c1cccc([N+](=O)[O-])c1
-6	CC(C)(C)c1ccc(C(=O)NNC(=S)Nc2ccccc2)cc1
-1	COc1cccc(/C=C/C(=O)c2ccc(C)cc2C)c1OC
-11	Cn1nnnc1Sc1ncnc2scc(-c3ccc(N)cc3)c12
0	S=C(NCc1ccc(Cl)cc1)Nc1ccc(Nc2ccccc2)cc1
-7	CC(C)C(=O)Nc1ccc(S(=O)(=O)NCCn2nc(-c3ccccc3)ccc2=O)cc1
2	Brc1ccc(Oc2ncnc3c2oc2ccccc23)cc1
-2	O=C(Nc1nccs1)c1ccc(Oc2ccc(F)cc2Br)nc1
0	CCc1ccccc1NC(=O)CSc1nc2nc(C)c(Br)cc2[nH]1
-1	CC(C)CC(=O)N1CCN(c2ccc(NC(=O)C3(c4ccccc4)CCCC3)cc2)CC1
27	O=S(=O)(c1cccc2nsnc12)N1CCCC1c1ccc(F)cc1 (configuration not stated)
8	Cc1c(-n2nnnc2SCC2CCCCC2)c(=O)n(-c2ccccc2)n1C
6	CCC(=O)Nc1ccc2oc(-c3cccc(OC)c3)nc2c1
1	COc1ccc(C(=O)OCc2nnc(-c3ccccc3)o2)cc1S(=O)(=O)N1CCCCC1C (configuration not stated)
-3	CCCCc1nn2cc(-c3ccc(CC)cc3)nc2s1
-12	O=Cc1cc(O)c(Br)cc1Br
0	CCOc1ccccc1-c1nn2c(CN3CCCCC3)nnc2s1
10	O=C(Nc1ccc2oc(-c3cccnc3)nc2c1)c1ccc(Cl)c([N+](=O)[O-])c1
1	CC(C)(C)C(=O)Oc1ccc2c(c1)O/C(=C\c1cccs1)C2=O
5	O=C(Cc1ccc(F)cc1)N1CCC(c2nc3c(nnn3Cc3ccccc3F)c(=O)[nH]2)CC1
8	COc1cc(Br)c(C(=O)O)cc1OC
1	COC(=O)c1ccccc1-c1ccc(C(C)=O)o1
3	N#Cc1ccc(Cl)cc1N=C/C(Br)=C/c1ccccc1
8	Cc1ccc(S(=O)(=O)N2CCN(Cn3nc(C)c4ccccc4c3=O)CC2)c(C)c1
-12	O=C(Nc1ccc(Cl)cc1)c1nnc(C(=O)N2CCC(CC(=O)N3CCCC3)CC2)s1
10	COc1ccc(CCNC(=O)CCSc2nc(Cl)nc3nc[nH]c23)cc1OC
-1	Cc1ccccc1NC(=O)CCCn1cnc2c1c(=O)n(C)c(=O)n2C
6	COc1cc(Br)c(/C=N/O)cc1OC
0	O=C(Oc1ccc2c(-c3cc4ccccc4oc3=O)cc(=O)oc2c1)C1CC1
0	CCc1ccc2oc(C(=O)Nc3nc(C)c(C(=O)OCC(C)C)s3)cc(=O)c2c1
-1	C/C(CC(=O)Nc1cc(Cl)cc(Cl)c1)=N\NC(=O)c1cccnc1
7	CC#CC(CCCN(C)Cc1ccccc1)(c1ccccc1)c1ccccc1
-6	Cc1ccc(NC(=O)CCn2cnc3c2c(=O)n(C)c(=O)n3C)cc1
0	CC(C)c1cc(N2CCOCC2)n2c(nc3ccccc32)c1C#N
-3	Cn1c(=O)c2c(nc(N3CCCC3)n2CC(=O)O)n(C)c1=O
7	Cc1cc(C)cc(COC(=O)c2cnccn2)c1
-18	CC(C)c1ccc(/C=N/NC(=O)C(c2ccccc2)c2ccccc2)cc1
-2	Fc1ccccc1OCCSc1nc2ccccc2s1
4	CC1CCCN(C(C)C(=O)Nc2ccc(C#N)cc2)C1 (configuration not stated)
-7	Cc1c(Cl)c(C(F)(F)F)nn1CC(=O)Nc1c(Cl)cccc1Cl
3	COC(=O)c1ccc(CNC(=O)C(C)(C)c2ccccc2)cc1
11	CC1(C)Cc2sc3c(=O)n(Cc4ccc(Br)cc4)cnc3c2CO1
3	N#Cc1ccc(COC(=O)c2ccc3ccccc3n2)cc1
0	CCc1ccc(-c2nc(-c3nc(-c4cccs4)cs3)sc2C)cc1
5	COc1cccc(NC(=O)CCc2ncc(-c3ccc(C)cc3)o2)c1
4	CN(CC(=O)Nc1ccc(F)c(F)c1)S(=O)(=O)Cc1ccc(C#N)cc1

A different layout for 6 compounds above:
canonical_smiles | LDHA inh
Cn1c(=O)c2c(nc(N3CCCC3)n2CC(=O)O)n(C)c1=O | -3
NC(=O)c1nn(CC(=O)Nc2ccccc2OC(F)F)c(=O)c2ccccc12 | 10
Cc1ccc(N/C=C/C(=O)c2ccc(Cl)cc2Cl)cc1C | 1
O=C(Nc1ccc2oc(-c3cccnc3)nc2c1)c1ccc(Cl)c([N+](=O)[O-])c1 | 10
CC(C)c1cc(N2CCOCC2)n2c(nc3ccccc32)c1C#N | 0
Cc1c(Cl)c(C(F)(F)F)nn1CC(=O)Nc1c(Cl)cccc1Cl | -7
